# BaF3 tox: parental Ba/F3 cell viability inhibition, counter-screen for JAK2V617F inhibitor project, murine pro-B, CellTiter-Glo luminescence; CellTiter-Glo ATP luminescence; inhibition, % at 5.6 µM; 220,000 compounds, 1.1% hits; AID 1486, 2009;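 active means inhibition above a per-campaign cutoff, the mean inhibition of all tested compounds plus 3 SD, cut at about 27% in these data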;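 further: 0% = DMSO wells and 100% = JAK Inhibitor I control wells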
# NPY-Y2 PAM-ag: NPY-Y2 potentiators or agonists, primary screen, cell-based. Neuropeptide Y receptor type 2 (Homo sapiens), P49146. cells expressing NPY-Y2, potentiator/agonist read-out. activation, % at 3.6 µM. 220,000 compounds, 0.45% hits; in the data active means activation above about 27%;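 further: cells stimulated with NPY near EC25 plus isoproterenol at EC100; 0% = vehicle plus submaximal agonist and 100% = vehicle plus saturating agonist; some results beyond the cut were filed as inactive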
# Target sequence (P49146 whole entry, looked up): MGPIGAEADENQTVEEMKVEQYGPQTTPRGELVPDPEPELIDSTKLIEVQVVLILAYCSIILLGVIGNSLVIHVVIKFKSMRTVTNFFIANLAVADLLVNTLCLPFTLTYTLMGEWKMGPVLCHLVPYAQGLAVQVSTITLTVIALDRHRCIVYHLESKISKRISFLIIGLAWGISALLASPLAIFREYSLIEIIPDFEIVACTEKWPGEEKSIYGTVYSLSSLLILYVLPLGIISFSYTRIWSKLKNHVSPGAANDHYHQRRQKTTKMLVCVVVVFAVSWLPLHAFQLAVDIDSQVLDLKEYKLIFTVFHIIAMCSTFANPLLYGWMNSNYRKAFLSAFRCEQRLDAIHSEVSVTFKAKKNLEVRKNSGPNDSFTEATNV
# NPY-Y1 antag: NPY-Y1 receptor antagonists, primary screen, cell-based. 200,000 compounds, 1% hits. Neuropeptide Y receptor type 1 (Homo sapiens), P25929. HEK293-CNG Y1 cells, membrane potential fluorescence; NPY at EC95, then isoproterenol. inhibition, % at 3.6 µM;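 active means inhibition above the campaign mean inhibition of all tested compounds plus 3 SD, cut at about 20% in these data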;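 further: 0% = DMSO wells given NPY plus isoproterenol and 100% = isoproterenol alone without NPY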
#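 Test system – HEK293 Y1/CNG channel cell line · Also added – NPY agonist 25 nM, then isoproterenol 1 µM plus Ro 20-1724 25 µM · Compound dosing – one concentration, 3.6 µM, in 0.4% DMSO · Schedule – compound incubation 1 h at room temperature, readout 45 min post-stimulation · Technique – fluorescence, membrane potential probe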
# S1P4 ag: S1P4 receptor agonists, primary screen, cell-based. Sphingosine 1-phosphate receptor 4 (Homo sapiens), O95977. S1P4-expressing cell line, agonist reporter assay. activation, % at 4.98 µM. 220,000 compounds, 0.35% hits. AID 1509, 2009; in the data active means activation above about 11%;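 further: 0% = DMSO vehicle and 100% = reference agonist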
# Target sequence (O95977 whole entry, looked up): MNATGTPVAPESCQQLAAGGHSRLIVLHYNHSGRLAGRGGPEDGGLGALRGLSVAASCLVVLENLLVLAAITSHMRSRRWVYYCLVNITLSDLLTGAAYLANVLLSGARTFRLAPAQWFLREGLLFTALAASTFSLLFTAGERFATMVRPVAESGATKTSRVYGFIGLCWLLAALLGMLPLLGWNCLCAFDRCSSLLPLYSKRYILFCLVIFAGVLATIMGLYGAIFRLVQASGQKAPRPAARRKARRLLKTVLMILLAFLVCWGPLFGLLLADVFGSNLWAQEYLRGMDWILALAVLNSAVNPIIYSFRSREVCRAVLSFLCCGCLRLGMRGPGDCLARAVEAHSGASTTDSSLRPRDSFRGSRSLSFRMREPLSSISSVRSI
# Ba/F3 V617F tox: reduced viability of JAK2V617F-dependent Ba/F3 cells, primary screen, JAK2V617F inhibitor project, cell-based, Ba/F3 EpoR-JAK2V617F, luminescence. inhibition, % at 5.6 µM. AID 1446, 2008. ATP luminescence. 220,000 compounds, 1.1% hits;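 active means inhibition above the campaign mean plus 3 SD over all tested compounds, cut at about 24% in these data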;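 further: cytokine-independent growth of Ba/F3 cells driven by EpoR plus mutant JAK2; 0% = DMSO-treated cells and 100% = JAK inhibitor I control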
# NCF1 inh: p47phox/p22phox peptide binding inhibitors, primary screen, biochemical, uHTS, NADPH oxidase regulatory subunit; Neutrophil cytosol factor 1 (Homo sapiens), P14598; 220,000 compounds, 0.53% hits; inhibition, % at 24.7 µM; AID 1274, 2008; fluorescence polarization, 2 h;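 active means inhibition above about 30%, limit read from the data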;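 further: 0% = p47phox with labelled peptide and 100% = labelled peptide alone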
# NPY1 pot ag: NPY-Y1 receptor potentiators or agonists, primary screen, cell-based; Neuropeptide Y receptor type 1 (Homo sapiens), P25929; activation, % at 3.6 µM; AID 1304, 2008; 220,000 compounds, 0.37% hits; NPY-Y1 expressing cells, potentiator/agonist activation; in the data active means activation above about 33%, passing the limit was not always enough;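 further: cells stimulated with NPY at EC10 then isoproterenol at EC100; 0% = low agonist plus stimulus and 100% = saturating agonist plus stimulus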
# CHOP inhibitor: inhibitors of CHOP promoter induction, primary screen, cell-based, unfolded protein response, luciferase reporter; inhibition, % at 10 µM; CHO-K1 CHOP-promoter luciferase, tunicamycin-induced, 15-18 h; AID 2732, 2010; 220,000 compounds, 3.8% hits;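 active means compounds that reduced the stress-induced luciferase reporter signal by more than about 70% of percent inhibition, limit read from the data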;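 further: 0% = tunicamycin plus vehicle and 100% = wells without tunicamycin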
# S1P4 antag: S1P4 receptor antagonists, primary screen, cell-based; 220,000 compounds, 0.26% hits; S1P4-expressing cells, antagonist mode, reporter read-out; inhibition, % at 4.98 µM; AID 1510, 2009; Sphingosine 1-phosphate receptor 4 (Homo sapiens), O95977; in the data active means inhibition above about 29%;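 further: 0% = wells stimulated with agonist and 100% = vehicle wells without agonist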
# * hit, by the source's call; nt = not tested or not shown.
SMILES,BaF3 tox,NPY-Y2 PAM-ag,NPY-Y1 antag,S1P4 ag,Ba/F3 V617F tox,NCF1 inh,NPY1 pot ag,CHOP inhibitor,S1P4 antag
COc1ccc2c(c1)C(NC(=O)C(F)(F)F)CC2=O (stereo not given),-2.9,3.0,-1.9,-0.2,-3.5,-3.2,21.8,10.5,-11.3
COc1ccc(NC(=O)/C=C/C(=O)O)c([N+](=O)[O-])c1,-3.2,8.1,nt,-1.1,-4.9,-13.6,7.6,13.8,0.3
CC(=O)N1CCC(N(CCN2CCOCC2)C(=S)Nc2ccc(C)cc2C)CC1,2.5,-9.8,-0.4,-0.5,3.4,-11.4,-13.5,8.7,-0.2
CCOc1ccc(OCC)c(NC(=O)C2CCCN(c3ncccn3)C2)c1 (stereo not given),1.0,6.8,1.6,-2.8,-1.5,-15.2,-14.0,30.9,8.5
O=c1n(Cc2ccccc2Cl)nc2n1-c1ccccc1SC2,0.4,-7.9,nt,-0.4,-2.7,-0.7,15.7,-21.8,-1.2
CSc1nc(N)c(C#N)c(-c2ccccc2Cl)c1C#N,2.2,4.2,-10.9,4.3,-4.4,-23.6,-1.5,-2.3,0.9
COCCNC(=S)Nc1ccc(Cl)c(Cl)c1,1.2,19.2,-7.7,-0.7,-1.8,-3.1,21.0,1.9,5.3
Cc1ccsc1C(=O)OCC(=O)Nc1sccc1C(N)=O,8.3,-1.0,1.1,-0.9,-3.2,-7.7,-7.9,-9.1,-8.4
CCOc1ccc(NS(=O)(=O)c2cnc(Cl)c(Cl)c2)cc1,1.8,-5.6,13.2,2.1,1.9,2.3,-36.6,15.5,-5.2
COc1ccc(O)c(CNn2c(-c3ccc(Br)cc3)nc3ccccc3c2=O)c1,4.7,-25.9,-3.2,1.4,4.5,-4.5,-6.7,9.8,-15.7
CN1C(=O)CC(N2CCN(CC(N)=O)CC2)C1=O (stereo not given),-0.2,-2.9,-1.6,0.9,-1.5,-10.3,25.7,12.6,-14.8
Fc1ccc(NC(=S)N2CCCc3ccccc32)cc1,0.8,0.6,-5.7,1.6,-2.2,-12.5,9.8,-5.8,-9.8
Cc1ccc2nc(NC(=O)COC(=O)c3ccccn3)sc2c1,9.9,-4.0,0.5,-1.1,7.5,-8.8,1.8,-12.0,-7.3
O=C(Nc1c(Cl)cc(Cl)cc1C(=O)NCC1CCCO1)c1ccco1 (stereo not given),-3.5,-0.2,-7.9,-0.8,-3.4,-1.4,-12.1,20.6,-2.9
CNC(=S)NNC(=O)Cc1ccccc1,-0.6,16.0,-2.1,-1.6,-3.4,-3.3,-5.1,-4.4,-0.2
C#CCNC(=O)C1=C[C@H](c2csc3ccccc23)C[C@H](OCc2ccc(CO)cc2)O1,-4.1,-9.3,4.9,-0.8,-0.7,-24.2,-2.2,41.5,4.4
CCn1cc(C(=O)NCCCOC)c(=O)c2cc(S(=O)(=O)N(C)C3CCCCC3)ccc21,0.1,-6.1,8.0,0.2,-3.5,7.1,-17.2,-15.7,-2.0
COc1c(F)c(F)c(C(=O)Nc2ccc(NC(=O)Cc3ccccc3)cc2)c(F)c1F,-0.9,0.8,0.0,0.5,-2.8,-8.7,-0.3,41.4,-12.2
Cc1cccc(NC(=O)c2ccco2)c1C(=O)O,-0.2,13.3,nt,0.8,-3.1,-9.3,14.1,21.7,-10.3
CCOC(=O)CSC1=NC(=O)/C(=C/c2ccc(Br)cc2)S1,-1.1,-3.2,3.8,-2.0,-2.4,-16.4,-3.5,101.7*,15.4
CC(=O)c1ccc(NCC(=O)N2CCN(c3ccccc3)CC2)cc1,6.2,-3.1,-1.9,-1.6,-0.9,-6.3,12.7,28.5,-12.1
CCN1C2=C(C(=O)CCC2)C(c2ccc(O)cc2)C2=C1CCCC2=O,6.8,-6.1,9.0,-1.4,3.5,-6.5,-11.7,31.2,-4.6
N#Cc1cc2c([nH]c1=O)CCCC2,-2.2,-20.5,nt,-0.5,-2.9,-2.8,-3.1,8.2,-16.8
Cc1cc(C(C)(C)C)cc(C)c1COC(=O)C1CCC(=O)N1 (stereo not given),5.0,-1.8,4.1,0.3,-2.2,-6.7,-14.6,40.2,-0.7
CC(/C=N/NC(=O)CN1CCN(Cc2ccc(Cl)cc2)CC1)=C\c1ccco1,3.7,-6.3,2.1,0.6,0.5,-12.2,5.3,20.1,-27.3
O=C(CSc1nc2cc(S(=O)(=O)N3CCOCC3)ccc2o1)Nc1c(F)cccc1F,3.3,12.6,0.2,2.8,1.5,-15.8,-3.3,16.4,4.3
Cc1cc(/C=C(\C#N)C(=O)NCc2ccco2)c(C)n1-c1cccnc1,0.3,-21.2,nt,-0.3,-0.7,-8.3,14.1,-7.4,-1.3
CCNc1sc(C(=O)OCC)c(N)c1C#N,-0.6,-4.5,3.3,0.5,1.8,2.7,7.3,-12.0,-23.2
O=C1/C(=C/N(C(=O)c2ccco2)c2ccc(Cl)cc2)Sc2ccccc21,0.4,-9.9,12.4,1.0,-3.8,-18.8,13.4,88.4*,-20.5
CCc1ccc(OCC(=O)NC(=S)Nc2cccc(CO)c2)c(Br)c1,1.5,-2.6,-1.9,-1.3,-6.0,-5.0,14.5,83.1*,9.6

# Record cards (already shown).
# `CCNc1sc(C(=O)OCC)c(N)c1C#N` as listed: BaF3 tox = -0.6; NPY-Y2 PAM-ag = -4.5; NPY-Y1 antag = 3.3; S1P4 ag = 0.5; Ba/F3 V617F tox = 1.8; NCF1 inh = 2.7; NPY1 pot ag = 7.3; CHOP inhibitor = -12.0; S1P4 antag = -23.2
# `CC(/C=N/NC(=O)CN1CCN(Cc2ccc(Cl)cc2)CC1)=C\c1ccco1` as listed: BaF3 tox = 3.7; NPY-Y2 PAM-ag = -6.3; NPY-Y1 antag = 2.1; S1P4 ag = 0.6; Ba/F3 V617F tox = 0.5; NCF1 inh = -12.2; NPY1 pot ag = 5.3; CHOP inhibitor = 20.1; S1P4 antag = -27.3

# (list continues)
SMILES,BaF3 tox,NPY-Y2 PAM-ag,NPY-Y1 antag,S1P4 ag,Ba/F3 V617F tox,NCF1 inh,NPY1 pot ag,CHOP inhibitor,S1P4 antag
COc1ccc(C(C)(C)C)cc1NC(=O)c1c(C)noc1C,0.1,13.7,0.1,-0.5,-5.1,-6.7,5.2,17.6,-13.3
CCCCN(C(=O)c1ccco1)c1nnc(-c2cc(OC)c(OC)c(OC)c2)s1,7.5,4.7,2.7,-0.1,-2.8,-2.2,-13.3,72.6*,-1.1
Cc1nn(-c2ccccc2)c(C)c1[N+](=O)[O-],-1.9,-5.8,8.4,-0.4,-4.8,-4.1,0.7,25.2,-6.6
O=S(=O)(NCC(Nc1ccccc1)c1ccccc1)c1ccc(Cl)cc1 (stereo not given),5.0,9.8,-7.8,0.7,5.0,-1.8,22.1,101.6*,0.5
O=C(c1cc2nc(C3CC3)cc(C(F)F)n2n1)N1CCOCC1,4.4,-10.1,0.7,0.1,-0.7,-48.6,7.7,-19.0,-0.9
CCOc1ccc(S(=O)(=O)Nc2ccncc2)c(C)c1C,8.0,-1.5,-2.1,-1.1,2.4,-7.3,2.0,1.1,8.2
CCCNc1nc2c(c(=O)n(C)c(=O)n2C)n1CCc1ccccc1,3.3,8.1,-0.2,0.5,-1.4,-17.5,17.7,4.0,-2.4
CC(=O)NC1(c2ccc(F)cc2)CCN(C(=O)Nc2ccc(F)cc2F)CC1,1.5,2.2,1.8,-0.8,-2.6,0.3,-14.0,2.9,-15.2
Cc1ccccc1Cc1c(C)nc2ncnn2c1C,6.0,2.5,-7.9,1.7,5.8,-17.6,-3.4,-26.7,-6.3
O=C(Nc1ccc(Oc2cccnc2)cc1)c1ccc([N+](=O)[O-])cc1,-2.0,-0.9,0.8,2.6,-4.9,-10.1,-10.0,22.6,-18.9
CSc1nnc(-c2cccc(C)c2)n1N,5.3,9.3,4.6,-1.3,-2.2,1.0,-9.0,15.7,4.7
Cc1cccc(Nc2nnc(-c3ccc(C(=O)N4C[C@H]5C[C@H](C4)c4cccc(=O)n4C5)cc3)c3ccccc23)c1,8.2,-22.3,3.0,-1.3,5.8,-8.2,-3.6,12.6,3.3
CC(C)Cc1nc2sc3c(NCc4ccco4)ncnc3c2c2c1COC(C)(C)C2,1.7,-5.7,-0.3,-3.5,2.2,-26.8,-11.4,59.1,-10.8
O=c1c(-n2cncn2)c[nH]n1-c1cccc(Cl)n1,8.2,-8.8,0.4,-1.6,4.4,-3.3,0.3,-9.8,10.9
CC(C)(O)c1cc(=O)sc2nc3ccccc3n12,1.8,11.6,2.7,1.3,-1.4,-6.8,-1.2,-18.4,0.0
Cn1c(=O)c(NC(=O)c2ccccc2)c2n(c1=S)CCCCC2,7.3,-21.2,2.2,-3.0,4.5,-0.4,-26.0,23.2,0.8
CCn1c(C(Cc2ccccc2)NC(=O)COC)nc2ccccc21 (stereo not given),2.1,-8.5,8.6,0.8,-1.4,-13.2,-16.1,26.3,8.9
O=C(NC1CCCCC1)C(c1ccc(F)cc1)N(Cc1ccc2c(c1)OCO2)C(=O)c1cnsn1 (stereo not given),-0.2,-5.5,-0.6,0.1,-2.6,-13.8,9.9,6.5,-8.9
c1ccc(OCCOc2ccccc2-c2nnco2)cc1,-2.0,10.9,5.5,0.7,-1.6,-6.1,1.3,-1.4,-14.5
COc1ccccc1N(C(=O)Cn1nnc2ccccc21)C(C(=O)NCc1ccco1)c1ccc(C)o1 (stereo not given),2.8,-7.2,21.5*,-0.7,2.6,-7.3,-1.3,6.5,8.2
Cc1cc(CN2CCOCC2)c(O)c(C2(C)CCCCC2)c1,4.3,-4.7,0.5,2.2,1.9,-1.2,12.1,38.2,-10.1
COc1ccc(CNC(=O)CN(C2CCCCC2)S(C)(=O)=O)cc1,2.5,-1.2,8.2,2.0,0.9,-4.6,0.9,-43.5,-21.4
CCOC(=O)N1CCc2c(sc(NC(=O)CN3CCOCC3)c2C(=O)Nc2ccccc2)C1,7.2,-1.6,11.6,-0.8,1.2,-10.4,-11.5,-11.2,9.2
CCC1=[N+](C)c2cccc3cccc(c23)N1C,40.7*,-0.9,0.8,0.4,36.8*,-3.7,9.8,13.2,-24.4
O=C(/C=C/c1ccco1)N1CCN(c2ccccc2)CC1,6.2,4.5,11.8,0.0,0.8,-4.2,7.7,16.5,-13.8
CCc1cccc(NC(=O)CN(C)S(=O)(=O)c2cccc3nsnc23)c1,-1.3,6.0,-7.3,-0.1,-3.2,5.7,-19.2,11.7,5.7
COc1cccc(CNC2CCCC2)c1,6.6,11.5,-0.4,-0.1,-0.5,-7.6,18.4,16.6,2.6
Cc1cc(C)nc(NS(=O)(=O)c2ccc(NC(=O)C3(c4ccc([N+](=O)[O-])cc4)CCCC3)cc2)n1,3.9,18.9,-2.8,-1.5,-1.3,-10.1,11.0,-7.9,-7.8
Cc1ccc(NC(=O)CSc2nnc(-c3cccs3)o2)cc1S(=O)(=O)N1CCCCC1,4.2,9.3,-0.2,-3.9,-0.2,-4.7,-5.6,8.6,0.8
O=S(=O)(NCC1NCCc2ccccc21)c1ccccc1 (stereo not given),3.5,0.7,1.5,1.8,-2.1,-0.7,5.3,11.2,-20.4

# Source: PubChem

# An unsorted share of the library (roughly 7.1% active in at least one column).
